Source: PubChem BioAssay (Sanford-Burnham Center for Chemical Genomics)
mouse EphA4 binding: EphA4 ligand-binding antagonists – biochemical, colorimetric, mouse EphA4, primary screen (AID 689) | EphA4-AP binding to KYL peptide, pNPP A405; higher % means a stronger effect | actives 0.1% (n = 62,000) | inhibition, % at 10 µM; hits with a dose series show IC50 in µM; in the data active = a potency from the dose series; inactive = the rest, 99 in 100 with inhibition below about 22%
* = called active by the depositor. Not all compounds are listed; count on the stated rates, not on these rows.

Compound	mouse EphA4 binding
O=C(OCc1ccc(C(=O)c2ccccc2)cc1)c1cccc(-c2nnc(-c3ccccc3)o2)c1	1.1%
O=C1c2ccccc2C(=O)N1CC=C(Cl)Cl	-5.9%
COc1ccc(C)cc1-n1nnnc1SCc1cc(=O)n2cc(C)ccc2n1	6.9%
CCOC(=O)c1c(NC(C)=O)sc2c(OC)cccc12	-6.6%
CC(C)C(CCNC(=O)CC(Cc1ccccc1)c1ccco1)c1ccco1 (stereo unspecified)	29.8%
CCOc1cccc(C2C(C(=O)c3ccc(C)o3)=C(O)C(=O)N2Cc2ccncc2)c1 (stereo unspecified)	-14.6%
Cc1cc(/C=C2\C(=O)NC(=O)N(c3ccc4c(c3)OCO4)C2=O)c(C)n1-c1ccc(F)cc1	7.6%
COc1ccc(/C=N/NC(=O)Cc2csc(Nc3cccc(C(F)(F)F)c3)n2)cc1C	-7.5%
O=C(Cc1ccc(Cl)c(Cl)c1)OCC(=O)c1ccc[nH]1	-2.0%
Cc1cc(C)nc(NS(=O)(=O)c2ccc(N/C=C\C(=O)c3cccs3)cc2)n1	5.9%
CC(C)CC(=O)NC1(C(F)(F)F)C(=O)N(Cc2ccccc2)C2=C1C(=O)CC(C)(C)C2 (stereo unspecified)	-19.8%
O=C(Nc1ccccc1Cl)NC1(C(=O)NCCCN2CCOCC2)CCCCC1	-21.8%

An excerpt from above in order of heavy-atom count, largest number first:
Compound	mouse EphA4 binding
O=C(OCc1ccc(C(=O)c2ccccc2)cc1)c1cccc(-c2nnc(-c3ccccc3)o2)c1	1.1%
COc1ccc(C)cc1-n1nnnc1SCc1cc(=O)n2cc(C)ccc2n1	6.9%
O=C(Cc1ccc(Cl)c(Cl)c1)OCC(=O)c1ccc[nH]1	-2.0%
O=C1c2ccccc2C(=O)N1CC=C(Cl)Cl	-5.9%

Other entries follow:
Compound	mouse EphA4 binding
O=C(Cn1cc(/C=N/NC(=O)c2cccc(C(F)(F)F)c2)c2ccccc21)Nc1ccc(F)cc1	-8.0%
COc1ccc(S(=O)(=O)N2CCSC2c2ccccc2Cl)cc1 (stereo unspecified)	1.3%
CCOCCOC(=O)c1ccc(NC(=O)COc2cc(C)ccc2C(C)C)cc1	-12.8%
N#Cc1nc(-c2cccs2)oc1NCc1ccccc1	3.0%
COc1ccc(S(=O)(=O)n2nc(OC(=O)c3ccccc3Br)cc2N)cc1	7.7%
N#Cc1cn(-c2ccccc2)nc1-c1ccco1	-5.2%
COc1ccccc1Nc1nnc(SCC(=O)c2cc(C)n(CC3CCCO3)c2C)s1 (stereo unspecified)	-9.4%
COc1ccc(CNC(=O)c2cc(C3CC3)on2)cc1	-3.0%
O=C1C2CCCN2c2ccc(S(=O)(=O)N3CCOCC3)cc2N1Cc1cccc(C(F)(F)F)c1 (stereo unspecified)	-8.8%
O=C1CC(N2CCOCC2)C(=O)N1c1cc(Cl)cc(Cl)c1 (stereo unspecified)	5.4%
COC(=O)c1cn[nH]c1NC(=S)Nc1ccc(C)cc1Cl	-17.5%
COc1cc(NC(=O)c2ccc3c(c2)C(=O)N(C2CCCCC2)C3=O)c(C(=O)O)cc1OC	10.9%

(next part)
Compound	mouse EphA4 binding
O=C(Nc1nnc(C2CC2)s1)c1cccc(S(=O)(=O)N2CC(c3ccccc3)CC2=O)c1 (stereo unspecified)	-8.8%
Clc1ccc(-c2n[nH]c3c2CCC3)c(Cl)c1	-10.1%
CC1Cc2ccccc2N1C(=O)COC(=O)c1ccc(S(=O)(=O)N(C)C)cc1 (stereo unspecified)	-7.1%
Nn1c(SCC(=O)NC2CCCc3ccccc32)nnc1-c1cccs1 (stereo unspecified)	-7.8%
CCOC(=O)CN(C(=O)CN1CCOCC1)c1ccc(Br)cc1	-2.7%
CCOC(=O)c1c(C)oc(NC(=O)COc2ccc(Cl)cc2C)c1C#N	16.5%
CCOC(=O)C(C(=O)OCC)N(C#N)c1nc(SC)nc(N(C)C)n1	-8.8%
Cc1cccc(N(CC(=O)NCc2ccccc2)C(=O)Cn2nnc(-c3ccc(C)o3)n2)c1	-3.5%
COC(=O)c1cn(NC(=O)c2cc(OC)c(OC)c(OC)c2)c(=O)c2ccccc12	-13.0%
CCC1CCCCN1C(=O)N[C@@H](CCSC)C(=O)OC (stereo partly specified)	-16.6%
Cc1ccc(-c2noc(CCCC(=O)Nc3cccnc3)n2)cc1	1.6%
Cc1cc(N2CCN(C)CC2)nc2ccc(NC(=O)CCC(=O)NCc3ccco3)cc12	-32.0%

Two of the compounds above, with values ahead of the structure.
mouse EphA4 binding | smiles
-2.7% | CCOC(=O)CN(C(=O)CN1CCOCC1)c1ccc(Br)cc1
29.8% | CC(C)C(CCNC(=O)CC(Cc1ccccc1)c1ccco1)c1ccco1 (stereo unspecified)

(cont.)
Compound	mouse EphA4 binding
COc1ccc(N2CCN(C(=O)CNC(=O)Cn3c(C)cc4ccccc4c3=O)CC2)cc1	-0.7%
Cc1cccc(-c2nc(CS(=O)CC(=O)NCCCSC3CCCCC3)c(C)o2)c1 (stereo unspecified)	-0.5%
CCN(CC)S(=O)(=O)c1cccc(-c2nc3n(n2)Cc2ccccc2-3)c1	-15.3%
COc1ccc(NC(=O)CSc2nc(-c3ccncc3)nn2CC(=O)N2CCCC2)cc1	-6.4%
Cc1ccccc1NC(=O)Cc1nc(CSc2nnc(C3CCCCC3)n2N)cs1	-3.1%
CN(C)S(=O)(=O)N1CCN(C(=O)N2CCCCCC2)CC1	-2.9%
O=C(/C=C/c1ccc2c(c1)OCO2)Nc1ccc(F)c(F)c1	-2.7%
O=C(Nc1ncc2c(n1)-c1ccccc1CC2)c1ccc(F)cc1	-8.9%
O=C(CSc1nc2c(sc3ccccc32)c(=O)n1CCCN1CCCC1)NCC1CCCO1 (stereo unspecified)	-11.8%
Cc1cc(C)n2c(SCC(=O)N3CCN(S(=O)(=O)c4ccc(Cl)cc4)CC3)nnc2n1	7.9%
CCOC(=O)c1[nH]cnc1C(=O)Nc1ccc([N+](=O)[O-])cc1	15.0%
O=c1c2ccccc2nc(SCc2ccccc2Cl)n1Cc1ccccc1	-1.2%

Continued.
Compound	mouse EphA4 binding
O=C(O)c1cc(NC(=O)c2ccccc2)cc(C(=O)O)c1	26.4%
CCOC(=O)N1CCN(S(=O)(=O)c2ccc(C(=O)Nc3ccc(F)cc3F)cc2)CC1	6.5%
Cn1c(Cl)cnc1C(O)c1ccccc1 (stereo unspecified)	-8.9%
CCOC(=O)c1cc2occc2n1CCCN1C(=O)c2ccccc2C1=O	-5.9%
O=C(c1cc2nc(-c3cccs3)cc(C(F)(F)F)n2n1)N1CCc2ccccc2C1	1.8%
O=C(CCN1C(=O)c2ccccc2C1=O)N1CCN(c2ccccn2)CC1	-5.4%
COc1cc(NC(=O)CSc2nnnn2Cc2ccc3c(c2)OCO3)cc(OC)c1	-0.4%
CC(C)(C)n1ncc2c(=O)n(CC(=O)OCc3ccccc3)cnc21	-2.4%
N#Cc1ccc(-c2ccco2)nc1SCc1ccccc1	-9.0%
Cc1ccc(S(=O)(=O)N2CCCC(C(=O)N3CCCc4ccccc43)C2)cc1 (stereo unspecified)	-7.7%
Cc1nc(NC2=NCN(Cc3cccnc3)CN2)nc2ccccc12	-3.5%
CC(C)(C)OC(=O)N1N=C(c2ccc(Cl)cc2)CC1(O)C(F)(F)F (stereo unspecified)	-5.6%

By substructure, the compounds so far with a COOH group (2)
Compound	mouse EphA4 binding
COc1cc(NC(=O)c2ccc3c(c2)C(=O)N(C2CCCCC2)C3=O)c(C(=O)O)cc1OC	10.9%
O=C(O)c1cc(NC(=O)c2ccccc2)cc(C(=O)O)c1	26.4%

(cont.)
smiles,mouse EphA4 binding
CCOC(=O)N1CCN(C(=O)CN(Cc2ccc(Cl)cc2)S(=O)(=O)c2ccccc2)CC1,4.9%
COC(=O)C(C)NS(=O)(=O)c1ccc(NC(C)=O)cc1 (stereo unspecified),-1.3%
Cc1nc(NC(=O)c2ccccc2)sc1-c1csc(N)n1,-3.1%
CCOC(=O)C1=C(C)NC(=O)NC1c1ccc(OC(=O)c2ccco2)c(OC)c1 (stereo unspecified),7.6%
CCc1ccc(OCC(=O)Nc2ccc(I)cc2Cl)cc1,3.8%
O=C(CN1CCOCCOCCN(CC(=O)Nc2ccccc2)CCOCC1)Nc1ccccc1,-2.9%
O=C(NCCc1ccccc1)C1CCN(c2nc3ccccc3o2)CC1,4.0%
CCC(Sc1nc(C)cc(=O)[nH]1)C(=O)Nc1ccc(Cl)cn1 (stereo unspecified),-8.8%
CCN(CC)CCCNC(=O)c1cn(CCOC)c(=O)c2c1c1ccccc1n2C,6.1%
COc1ccc(OC)c(C2CC(=O)N3CN(c4ccccc4)CSC3=C2C#N)c1 (stereo unspecified),5.6%
O=c1c2c3nc4ccccc4nc3n(-c3cccc(F)c3)c2ncn1Cc1ccc2c(c1)OCO2,-34.0%
CCn1c(SCC(=O)Nc2nc(-c3ccc(C)cc3)cs2)nnc1-c1ccccc1,-11.0%
O=C(NNS(=O)(=O)c1ccccc1)C1CCN(S(=O)(=O)c2ccccc2)CC1,-3.2%
O=C(NCCSCc1ccco1)Nc1ccccc1,10.3%
COc1ccc(N(CC(=O)N2CCc3ccccc32)S(=O)(=O)c2c(C)nn(C)c2C)cc1,-6.7%
CC(C)(O)P(=O)(c1ccccc1)c1ccccc1,5.2%
O=[N+]([O-])c1cccc(S(=O)(=O)Nc2ccc(O)c(Cl)c2)c1,-0.8%
O=C(OCn1nnc2ccccc2c1=O)c1ccc2ccccc2n1,-7.5%
O=c1[nH][nH]c(-c2ccccc2)c1C=Nc1ccc(Cl)cc1,-8.8%
O=C(CN1CCC(n2nnc3cc(F)ccc32)CC1)NC1CCCCC1,-3.4%
CC1CCc2c(sc3ncnc(SCC(=O)N4CCN(C(=O)c5ccco5)CC4)c23)C1 (stereo unspecified),-16.4%
O=C1CC(c2ccccc2)n2nc(NC(=O)c3ccccc3)nc2N1 (stereo unspecified),6.3%
CC(=O)c1oc2ccccc2c1NC(=O)COC(=O)c1ccc(-n2nc(C)cc2C)cc1,16.3%
Cc1ccc(NC2c3ccccc3C(=O)N2CCN2CCOCC2)cc1 (stereo unspecified),-13.3%
Cc1cc(NC(=O)COC(=O)COc2ccc(C(=O)c3ccccc3)cc2)no1,-6.2%
COC(=O)c1c(C)oc2ccc(OC(=O)c3ccc(Cl)cc3)cc12,-10.3%
CC(/C=C1\SC(=S)N(C(C(=O)O)c2ccccc2)C1=O)=C\c1ccccc1 (stereo unspecified),9.4%
Cc1ccc(S(=O)(=O)Cc2ccc(C(=O)NCc3cccs3)o2)cc1,1.4%
CCCN1C(=O)c2ccccc2NC1c1ccc(OC)c(COc2ccc([N+](=O)[O-])cc2)c1 (stereo unspecified),-2.7%
O=C1c2ccccc2C(=O)N1CCSC(=S)N1CCOCC1,-0.5%

Following part
smiles,mouse EphA4 binding
CCCCCNc1c(C(=O)OCC)c(=O)[nH]c2ccccc12,-7.3%
CCN(CC)CCCNC(=O)C1CCN(C(=O)c2cc3sccc3n2Cc2ccc(F)cc2)CC1,0.9%
CCC1(C)Cc2c(sc3nnn(CC(=O)Nc4ccc(Cl)cc4)c(=O)c23)CO1 (stereo unspecified),-4.5%
OC1CCN(Cc2cccc(Oc3ccccc3)c2)CC1,-15.4%
CC(=O)N1CCC(N2CCN(c3ccccc3F)CC2)CC1,-7.4%
COCCn1c(SCc2ccccc2Cl)nc2c1c(=O)[nH]c(=O)n2C,3.2%
Nc1n[nH]c(-c2ccccc2)n1,-8.0%
COc1cc(OC)nc(NC(=O)COC(=O)C2CCCCC2)n1,-10.1%
O=C1Nc2cccnc2Sc2ccccc21,3.5%
O=C(COC(=O)COc1ccc(Cl)cc1)NC1CCCCC1,-9.7%
O=C(NCc1ccccn1)c1cc2ccccn2n1,3.9%
CCN(CC)C(=O)Cn1cc(/C=C(\C#N)C(=O)N2CCN(c3ccccc3)CC2)c2ccccc21,-10.0%
CCCCCCc1cc2cc(C(N)=O)c(=N)oc2cc1O,3.5%
COc1ccc(S(=O)(=O)N2CCCN(CC(=O)Nc3cc(NC(C)=O)ccc3OC)CC2)cc1,-4.3%
COc1ccc(Nc2nc(N)nc(CSc3n[nH]c(-c4ccccc4)n3)n2)cc1,2.1%
CC(=O)n1nc(-c2cccnc2)nc1N,5.5%
CCC(=O)Nc1ccc(S(=O)(=O)Nc2ncccn2)cc1,-7.2%
COc1ccc(S(=O)(=O)Nc2cc(OC)c(NC(=O)c3ccco3)cc2OC)cc1,-12.5%
CCOc1ccc(NC(=O)CN(c2ccc(C)cc2)S(=O)(=O)c2ccc(OC)c(OC)c2)cc1,-16.0%
COC(=O)CSc1nc2c(c(=O)n(C)c(=O)n2C)n1CCCc1ccccc1,-3.5%
COc1ccccc1NC(=S)NC(=O)CCCOc1ccc(Cl)cc1Cl,-51.4%
O=C(c1ccco1)[C@@H]1[C@@H]2C(=O)N(c3ccc(Br)cc3)C(=O)[C@@H]2C2c3ccccc3C=CN21 (stereo partly specified),-0.1%
Cn1c(=O)n(CCc2ccccc2)c(=O)c2c1nc1n2CCN1Cc1ccco1,-3.3%
CCCn1nnnc1SCC(=O)NCc1cccs1,-22.5%
Cc1cc(/C=C(/C#N)c2nc3ccccc3[nH]2)c(C)n1-c1cccc([N+](=O)[O-])c1,4.2%
C=CCn1c(NC(=O)c2ccccc2Cl)c(C#N)c2nc3ccccc3nc21,14.7%
COc1ccc(OC(C)C(=O)Nc2ccc(F)cc2)cc1 (stereo unspecified),12.1%
CCOC(=O)COc1nc(N(C)C)nc(N(C)C)n1,-3.9%
Cn1c(Cn2c(C(F)(F)F)nc3ccccc32)nc2ccccc21,-4.2%
COc1ccc(CNC(=O)Cc2c(C(=O)O)[nH]c3ccccc23)cc1,-12.2%
COC(=O)c1cc(C(=O)Nc2nc3ccccc3s2)cc([N+](=O)[O-])c1,-17.5%
CCC1=NN2C(=N)/C(=C\c3ccc(SCc4ccco4)o3)C(=O)N=C2S1,13.9%
Cc1c(N(C(=O)Nc2ccccc2)C2=NCC(C)S2)c(=O)n(-c2ccccc2)n1C (stereo unspecified),12.4%
